# ERp5 block = inhibitors of human ERp5; Q15084; ERp5 insulin aggregation, absorbance 650 nm, 90 min; inhibition, % at 9.99 µM; hit rate 0.05% among 350,000; AID 651711;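 active = mean replicate inhibition above about 25%, with every replicate also reaching it, limit read from the data, passing the limit was not always enough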
# Target sequence (Q15084 whole entry, looked up): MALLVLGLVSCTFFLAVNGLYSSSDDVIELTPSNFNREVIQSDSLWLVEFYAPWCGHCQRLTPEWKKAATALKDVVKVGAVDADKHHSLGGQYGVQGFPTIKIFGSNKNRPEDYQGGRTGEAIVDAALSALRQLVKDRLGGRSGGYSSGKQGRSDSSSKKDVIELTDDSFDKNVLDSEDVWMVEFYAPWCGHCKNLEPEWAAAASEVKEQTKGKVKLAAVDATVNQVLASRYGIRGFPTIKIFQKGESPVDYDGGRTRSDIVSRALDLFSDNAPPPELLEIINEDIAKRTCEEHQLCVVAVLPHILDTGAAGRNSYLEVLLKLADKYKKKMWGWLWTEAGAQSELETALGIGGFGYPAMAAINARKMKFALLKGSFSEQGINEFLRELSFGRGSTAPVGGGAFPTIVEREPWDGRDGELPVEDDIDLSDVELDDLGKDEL
# Statin myotox sup = protects C2C12 myotubes from simvastatin toxicity | ATP luminescence, 48 h; scaled: DMSO 0, geranylgeraniol control 100 | rescue of ATP level, % at 7.49 µM | hit rate 0.78% among 330,000;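 active = mean ATP rescue above about 67%, or every replicate alone reaching that limit, limit read from the data, passing the limit was not always enough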;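 also: myotubes were challenged with 10 µM simvastatin during compound exposure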
# ARNT-TACC3 inh = disruptors of human ARNT/TACC3 interaction; AlphaScreen His-ARNT PAS-B/GST-TACC3 binding, luminescence; TACC3 fragment carries E629A point mutation; inhibition, % at 9.99 µM; hit rate 0.66% among 390,000; AID 623870;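 active = mean inhibition of replicates at least 50% and at least half of replicates each reaching 50%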;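 also: 0% = complete ARNT plus TACC3 wells and 100% = ARNT alone without TACC3; many hits fall short of the cut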
# SIRT5 inh = sirtuin-5 (human) deacylase inhibition | Purified SirT5, succinyl-peptide AMC, trypsin-coupled fluorescence | Q9NXA8 | hit rate 1.1% among 330,000 | inhibition, % at 15 µM | AID 652115; in the data active = inhibition above about 15%
# Target sequence (Q9NXA8 whole entry, looked up): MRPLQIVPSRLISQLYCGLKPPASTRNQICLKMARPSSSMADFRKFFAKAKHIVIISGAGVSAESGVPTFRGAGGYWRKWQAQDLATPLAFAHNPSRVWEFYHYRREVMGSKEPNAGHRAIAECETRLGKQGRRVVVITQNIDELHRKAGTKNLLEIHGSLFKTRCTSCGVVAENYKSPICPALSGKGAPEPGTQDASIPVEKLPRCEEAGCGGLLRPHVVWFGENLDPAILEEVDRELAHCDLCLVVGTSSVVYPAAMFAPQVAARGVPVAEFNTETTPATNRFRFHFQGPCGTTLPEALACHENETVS
# miR122 inh = miR-122 inhibition in Huh7 cells | Huh7 miR-122 Renilla luciferase sensor, 48 h; neutral wells = 0, positive control = 100 | activation (reporter increase), % at 12.5 µM | hit rate 0.3% among 340,000 | AID 602342;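 active = mean replicate activation score at least 90 and every replicate individually at or above 90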;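 also: higher luciferase means less miR-122 activity so hits act as miR-122 inhibitors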
# esBAF inh = blocks esBAF chromatin remodeling in mouse ES cells; Bmi1-luciferase knock-in reporter, 24 h; 100% = twice the neutral-well signal; hit rate 2% among 350,000; AID 602393; reporter increase, % at 12.5 µM; in the data active = activation above about 40%;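 also: 0% = median of the plate's neutral control wells and 100% = double that signal; a rise in the Bmi1 reporter signal indicates esBAF inhibition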
# Cneo AK release = Cryptococcus neoformans lysis via adenylate kinase release | lysis activity, % at 15 µM | hit rate 0.2% among 360,000 | C. neoformans lysis, adenylate kinase release luminescence, 4 h; normalised: neutral wells 0, clomiphene wells 100 | AID 651654;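 active = mean lysis activity across replicates of at least 80%, whatever share of replicates individually reach that level; inactive = mean lysis activity below 80%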
#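 Schedule: static 4 h at 37 °C with compound, 1 h detection; system: C. neoformans cells; benchmarks: Clomiphene as positive control; buffer or medium: fresh YPD medium; measure: luminescence rise reflecting yeast cell lysis; measured by: luminescent adenylate kinase detection reagent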
# * = called active by the depositor; / = no result given; & = joins results of further samples; [ ] = another dose, or the depositor's remark. Compounds were not picked by outcome; 4% or so of the library scored in one or more.
# Below each compound – ERp5 block | Statin myotox sup | ARNT-TACC3 inh | SIRT5 inh | miR122 inh | esBAF inh | Cneo AK release
> CC(=O)Nn1cc2c(c1-c1ccccc1)c(=O)n(C)c(=O)n2C
→ / | -1 | -5 | / | -11 | -1 | 1
> C[C@H]1CN([C@@H](C)CO)C(=O)CCCn2nncc2CO[C@H]1CN(C)C(=O)Nc1ccc2c(c1)OCO2
→ -2&-2 | 11&5 | -7 | -1 | -6 | -1&2 | -2&2
> COc1ccc(S(=O)(=O)Nc2cc(Cl)ccc2-n2cncn2)cc1
→ -11 | 18 | 0 | -1 | 16 | -7 | 1
> O=C1CCC(C(=O)N2CCOCC2)CN1Cc1ccc(Cl)cc1 (configuration not stated)
→ 10 | / | / | -2 | / | / | 0
> Cc1noc(C)c1NC(=O)Nc1ccc2c(c1)CC(=O)N([C@@H](C)CO)C[C@H](C)[C@@H](CN(C)CC1CC1)O2
→ -11 | -17 | -4 | 2 | -7[16.7 µM] | 2 | 5
> CCn1c(CC(=O)Nc2ccc(F)cc2)nnc1SCC(=O)Nc1nnc(C)s1
→ 3 | -3 | -25 | 0 | -1 | -1 | /
> CCCC(=O)Nc1ccc2c(c1)C(=O)N(C)[C@@H]1CC[C@@H](CC(=O)N3CCc4ccccc4C3)O[C@@H]1CO2
→ / | 8 | 11 | / | 4[16.7 µM] | -1 | -4
> COc1ccccc1Nc1nc2nonc2[nH]c1=O
→ 3 | -7 | -4 | 0 | 6 | 4 | -2
> COc1ccc(NS(=O)(=O)c2cccc(C(=O)N3CCN(S(=O)(=O)c4ccccc4)CC3)c2)cc1
→ / | 7 | -4 | 1 | / | 0 | -2
> CCOc1cc(C=O)ccc1OCCSc1ccc(Cl)cc1
→ / | 8 | -39 | / | 1 | -3 | -3
> Nc1c(C(=O)c2ccccc2)sc2nsc(SCCN3CCCC3)c12
→ 5 | -34 | -1 | 2 | -12 | 36 | 2
> COc1ccc(-c2cn[nH]c2-c2ccc(OCC(=O)NN)cc2O)cc1OC
→ -2 | -5 | 2 | -4 | 1 | 8 | 1
> COc1ccc(-c2cc(C(=O)NCc3cccs3)no2)cc1
→ 6 | 7 | -4 | -1 | -3 | 42* | /
> Cc1ccc(S(=O)(=O)N(C)CC(=O)NCCc2c[nH]c3ccccc23)cc1
→ 3 | -18 | 10 | -7 | -6 | -2 | -1
> CCCCSCc1[nH]c(=O)[nH]c1C(=O)CCCCC(=O)OCC
→ / | / | -5 | / | -22 | 0 | 5
> COc1ccc(S(=O)(=O)N(C)CC(=O)NCCN2CCOCC2)cc1C
→ -7 | -9 | 0 | -2 | -3 | 1 | 1
> CN(C)C(=O)C12CCC(C)(C(=O)C1Br)C2(C)C (configuration not stated)
→ 4 | / | 20 | -2 | 1 | / | -6
> C[C@H]1CCCCO[C@@H](CN(C)S(=O)(=O)c2ccccc2)[C@@H](C)CN([C@@H](C)CO)C(=O)c2cc(NS(C)(=O)=O)ccc2O1
→ 4 | 14 | -4 | 1 | 6[16.7 µM] | -3 | 1
> Cc1nn(-c2ccc(N3CCOCC3)nn2)c(C)c1CCC(=O)Nc1ccc(F)cc1
→ -11 | -12 | -2 | -1 | -5 | 6 | -3
> C[C@H]1CCCCO[C@@H](CN(C)C(=O)Nc2ccccc2)[C@@H](C)CN([C@@H](C)CO)C(=O)c2cc(NC(=O)Nc3cccc4ccccc34)ccc2O1
→ -1 | / | -1 | -2 | -3[16.7 µM] | -5 | 2
> CC(=O)Nc1ccc(NC(=O)CCCc2ccccc2)cc1
→ / | -11 | 3 | / | -4 | 1 | 3
> CCOC(=O)CSc1n[nH]c(NC(=O)NC(C)C)n1
→ 7 | / | -1 | 9 | / | / | /
> Cc1ccc(S(=O)(=O)Nc2cccc3c2O[C@H](CN(C)S(=O)(=O)c2cn(C)cn2)[C@@H](C)CN([C@@H](C)CO)C3=O)cc1
→ 2 | 9 | 10 | -5 | 1[16.7 µM] | -3 | -3
> CC(C)Cc1nc(N2CCN(C(=O)c3ccco3)CC2)c(C#N)c2c1CCC2
→ / | -20 | -7 | / | -2 | 11 | 3
> O=C(Nc1nccc(-c2cccs2)n1)c1ccccc1Cl
→ / | 51 | -5 | / | -2 | 16 | 0
> CO[C@@H]1CN(C)C(=O)c2cc(NC(=O)C3CCOCC3)ccc2OC[C@@H](C)N(S(=O)(=O)c2ccc(C)cc2)C[C@H]1C
→ 5 | 9 | 1 | -4 | / | 2 | -4
> CC(=O)Oc1ccc(C2=NN(c3ccccc3)C(c3ccccc3)C2)cc1 (configuration not stated)
→ 4 | 7 | -21 | -4 | / | 2 | 1
> CN1C=CC(=O)[C@@H](O)[C@H]1c1ccccc1Br
→ 4 | 2 | -2 | -5 | -7 | -6 | -3
> COc1cc(C2C(C#N)=C(SC)NC3=C2C(=O)CCC3)ccc1O (configuration not stated)
→ 3 | 33 | -5 | 0 | -27 | -17 | 3
> O=C(/C=C/c1c(Cl)cccc1Cl)Nc1ccncc1
→ / | -49 | -5 | / | -19 | 44* | 3
> CN(CC(=O)NCC(=O)Nc1ccc(F)cc1)CC(=O)Nc1ccc(Cl)c(C(F)(F)F)c1
→ 3 | 5 | -7 | -2 | 2 | 6 | 0
> C[C@@H]1CCCCO[C@H](CN(C)C(=O)Cc2ccccc2)[C@@H](C)CN([C@H](C)CO)C(=O)c2cc(NS(=O)(=O)c3ccc(Cl)cc3)ccc2O1
→ -1 | / | / | 1 | 4[16.7 µM] | -3 | -2
> Cc1cc(NC(=O)CSc2nnc(C)o2)no1
→ 5 | / | 47* | -2 | 1 | / | -1
> Cc1cccn2c(=O)c(C=O)c(N3CCC4(CC3)OCCO4)nc12
→ -4 | / | / | -4 | -8 | / | -3
> COc1ccccc1C(=O)Nc1ccnn1C1CCN(Cc2cnn(C)c2C)CC1
→ 0 | / | 0 | -3 | / | / | 5
> N/C(CC(=O)Nc1cccc(C(F)(F)F)c1)=N/O
→ / | 5 | 0 | / | -5 | 5 | -1
> CC1(C(=O)Nc2cccc(-n3cnnn3)c2)Cc2ccccc2C(=O)O1 (configuration not stated)
→ 9 | / | 4 | -7 | / | / | /
> CO[C@H]1CN(C)C(=O)c2cc(NS(=O)(=O)c3ccccc3)ccc2OC[C@@H](C)N(C)C[C@H]1C
→ -3 | -1 | -5 | -5 | 1[16.7 µM] | 0 | 6
> CC(=O)N1CCN(c2ccc(NC(=S)NC(=O)c3ccc(C)c([N+](=O)[O-])c3)cc2)CC1
→ -1 | / | -2 | 3 | / | / | /
> CCOC(=O)c1c(NC(=O)c2c(C(=O)O)cccc2[N+](=O)[O-])sc(C)c1C
→ -4 | -3 | -1 | 6 | 0 | -2 | -1
> O=C(Nc1ccc(F)cc1)c1ccc2snnc2c1
→ 1 | 6 | -5 | 1 | / | 45* | 0
> O=C(O)C1=C(OCc2ccc(F)c(F)c2)C(=O)NCC1
→ -12 | / | -6 | 0 | -3 | / | /
> Cc1ccc(NC(=O)CCS(=O)(=O)c2ccc(Br)s2)cc1
→ 1 | -1 | -6 | 0 | -8 | 7 | 1
> C=CCNC(=O)c1ccc(Cl)cc1Cl
→ / | 11 | -1 | / | -1 | -4 | -1
> CC(C)CC(NC(=O)c1ccccc1)C(=O)OCC(=O)Nc1ccc(Br)cn1 (configuration not stated)
→ / | -6 | 1 | / | 0 | -1 | 9
> COCC(=O)N1C[C@@H]2[C@H](c3ccccc31)[C@@H](CO)N2C(=O)C1CCCC1
→ -2 | 1 | 1 | 0 | 0[16.7 µM] | 6 | -2
> CCS(=O)(=O)Nc1ccc2c(c1)C(=O)N(C)C[C@@H](OC)[C@H](C)CN[C@@H](C)CO2
→ -1 | -7 | -9 | -4 | 1[16.7 µM] | -3 | 4
> Cn1c(SCC(=O)N2CCCCC2)nc2cccnc21
→ / | 8 | 1 | / | 1 | -2 | 0
> O=C(c1cccc([N+](=O)[O-])c1)n1nc(-c2ccccc2)nc1NCc1ccccc1
→ / | / | 6 | / | -5 | / | -2
> Cc1nc(C(=O)NC(C)C)nn1-c1cc(Cl)cc(Cl)c1
→ 16 | / | -6 | -2 | / | / | /
> O=C(Nc1ccccc1OC(F)F)C1CCCN1C(=O)c1cccs1 (configuration not stated)
→ 0 | 11 | -1 | 8 | -3 | -9 | /
> COc1cc(CN2C[C@@H](CO)O[C@@H](n3cnc4c(NCc5ccco5)ncnc43)C2)cc(OC)c1OC
→ -2 | -6 | / | / | -5 | -5 | 0
> CCn1c(C)c(C2=CCN(S(=O)(=O)c3ccccc3)CC2)c2ccccc21
→ / | -5 | 1 | / | -3 | -7 | 0
> COc1ccccc1C(=O)NCCC(=O)NC1CCC(C)CC1 (configuration not stated)
→ -6 | -1 | / | -1 | / | 73* | -1
> C[C@@H]1CN([C@@H](C)CO)C(=O)c2cccc(NS(=O)(=O)c3ccc(Cl)cc3)c2O[C@H]1CN(C)Cc1ccccc1
→ 1 | 20 | -14 | -4 | 7[16.7 µM] | 0 | 6
> CC(=O)NCCNC(=O)c1cccc(NS(=O)(=O)c2ccc3c(c2)OCCO3)c1
→ -5 | 2 | -1 | -2 | -5 | -1 | /
> CCN1CCN(c2nc(Nc3cc(OC)ccc3OC)nc(Nc3cc(OC)ccc3OC)n2)CC1
→ 4 | / | 1 | -2 | -1 | / | 1
> COc1ccc(CN(C)CC(=O)Nc2ccccc2C(F)(F)F)c(OC)c1
→ / | / | -14 | / | -3 | / | -1
> CCc1nc2nc(C)c(NS(=O)(=O)c3ccc(Br)s3)c(=O)n2[nH]1
→ 4 | 0 | 3 | -1 | 0 | 3 | -2
> O=C(NC1CCCCC1)c1ccc(OC2CCN(Cc3ccccn3)CC2)cc1
→ / | -7 | 2 | / | -5 | 7 | 0

# Individual results from the results shown:
# CC(=O)N1CCN(c2ccc(NC(=S)NC(=O)c3ccc(C)c([N+](=O)[O-])c3)cc2)CC1 in ARNT-TACC3 inh shows -2
# N/C(CC(=O)Nc1cccc(C(F)(F)F)c1)=N/O in miR122 inh shows -5
# Cc1cc(NC(=O)CSc2nnc(C)o2)no1 in ERp5 block shows 5
# COc1ccccc1C(=O)NCCC(=O)NC1CCC(C)CC1 (configuration not stated) in Statin myotox sup shows -1

# New compounds follow:
# Below each compound – ERp5 block | Statin myotox sup | ARNT-TACC3 inh | SIRT5 inh | miR122 inh | esBAF inh | Cneo AK release
> COCCN(Cc1cc2cc(C)ccc2nc1Cl)C(=O)Nc1ccccc1C
→ -1 | 1 | -8 | 1 | -4 | -1 | 1
> COCC(=O)Nc1ccc2c(c1)[C@H]1C[C@@H](CC(=O)NCc3ccccn3)O[C@@H](CO)[C@H]1O2
→ -6 | -2 | / | 2 | -4[16.7 µM] | -2 | 0
> Cc1cc(C(=O)Nc2ccc(Cl)c(S(=O)(=O)N3CCOCC3)c2)c2ccccc2n1
→ 1 | 6 | 4 | -3 | 1 | 9 | 1
> CS(=O)(=O)N(Cc1ccc(Cl)cc1)c1ccc(C(=O)NCCSCc2ccco2)cc1
→ / | 10 | 0 | / | -3 | 1 | -1
> CCOc1cccc(C=NNc2ccc(S(=O)(=O)Nc3ccccc3C(=O)O)cc2[N+](=O)[O-])c1O
→ -6 | 109* | 1 | 8 | 0 | / | -3
> CCCSc1nnc(N2C(=O)C(O)=C(C(=O)c3ccco3)C2c2ccccc2F)s1 (configuration not stated)
→ -13 | 16 | 0 | 2 | -2 | 10 | 2
> COc1ccc2[nH]cc(CCNC(=O)Cc3ccc(F)cc3)c2c1
→ 1 | -1 | 0 | -4 | -1 | -3 | 2
> CCCCCCCCNC(=O)/C(C#N)=C/c1ccccc1[N+](=O)[O-]
→ 14 | / | -6 | 6 | 6 | / | 5

# Single records (already shown).
# Results for COCCN(Cc1cc2cc(C)ccc2nc1Cl)C(=O)Nc1ccccc1C = ERp5 block: -1; Statin myotox sup: 1; ARNT-TACC3 inh: -8; SIRT5 inh: 1; miR122 inh: -4; esBAF inh: -1; Cneo AK release: 1
# Results for CCCSc1nnc(N2C(=O)C(O)=C(C(=O)c3ccco3)C2c2ccccc2F)s1 (configuration not stated) = ERp5 block: -13; Statin myotox sup: 16; ARNT-TACC3 inh: 0; SIRT5 inh: 2; miR122 inh: -2; esBAF inh: 10; Cneo AK release: 2

# Assay outcomes from PubChem.
